# PAD4 FP inh: PAD4 (human) enzyme inhibition | 0.41% of 330,000 active | Q9UM07 | inhibition, % at 6.36 µM | recombinant PAD4, RCA probe fluorescence polarization | AID 485272;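 active = percent inhibition above a cutoff equal to the mean of all tested compounds plus 3 SD, cut at about 15% in these data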;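 also: 0% = PAD4 with RCA probe and DMSO and 100% = probe without PAD4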
# Target sequence (Q9UM07 whole entry, looked up): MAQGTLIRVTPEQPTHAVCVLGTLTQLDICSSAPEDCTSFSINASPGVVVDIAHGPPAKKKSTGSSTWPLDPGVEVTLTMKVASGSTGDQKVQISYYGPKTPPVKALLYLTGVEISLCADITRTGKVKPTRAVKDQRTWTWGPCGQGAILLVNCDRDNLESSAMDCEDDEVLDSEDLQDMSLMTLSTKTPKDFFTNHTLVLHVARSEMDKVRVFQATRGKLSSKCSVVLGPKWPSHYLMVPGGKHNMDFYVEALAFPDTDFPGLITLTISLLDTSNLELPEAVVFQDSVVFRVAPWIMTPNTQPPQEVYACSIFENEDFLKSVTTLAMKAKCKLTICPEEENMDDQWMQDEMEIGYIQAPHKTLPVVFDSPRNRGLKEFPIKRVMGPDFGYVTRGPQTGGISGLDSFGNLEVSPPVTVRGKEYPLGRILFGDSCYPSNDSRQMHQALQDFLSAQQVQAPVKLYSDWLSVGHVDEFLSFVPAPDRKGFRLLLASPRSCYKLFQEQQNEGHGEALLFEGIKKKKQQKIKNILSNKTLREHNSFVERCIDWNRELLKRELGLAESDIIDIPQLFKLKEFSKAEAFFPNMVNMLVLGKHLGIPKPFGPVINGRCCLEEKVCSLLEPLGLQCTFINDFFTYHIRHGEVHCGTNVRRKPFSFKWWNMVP
# GSTO1 inh: GSTO1 inhibition, counter-screen for RBBP9 inhibitors. AID 1974. 1.1% of 300,000 active. inhibition, % at 5.96 µM. recombinant GSTO1, activity-based probe fluorescence polarization. P78417;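 active = inhibition above the campaign mean inhibition plus 3 SD, cut at about 35% in these data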;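 also: 0% = GSTO1-1 with DMSO and 100% = wells lacking GSTO1-1 enzyme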
# Target sequence (P78417 whole entry, looked up): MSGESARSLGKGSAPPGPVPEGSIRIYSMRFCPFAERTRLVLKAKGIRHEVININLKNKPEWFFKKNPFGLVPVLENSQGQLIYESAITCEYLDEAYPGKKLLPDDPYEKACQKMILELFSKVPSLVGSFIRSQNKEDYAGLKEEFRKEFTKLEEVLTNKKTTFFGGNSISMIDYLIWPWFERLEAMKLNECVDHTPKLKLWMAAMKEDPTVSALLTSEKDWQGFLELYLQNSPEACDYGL
# BCLXL inh: blocks human Bcl-xL binding to Bim BH3 peptide. Q07817. GST-Bcl-xL / FITC-Bim BH3 peptide fluorescence polarization. inhibition, % at 10.9 µM. 0.7% of 320,000 active. AID 2129;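 active = inhibition above the mean of all tested compounds plus 3 SD, cutoff set per campaign, cut at about 30% in these data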;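 also: 0% = DMSO wells and 100% = unlabeled Bim-BH3 peptide competitor; inhibitors lower millipolarization by displacing the labeled peptide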
# PME-1 inh: blocks human protein phosphatase methylesterase 1. Q9Y570. recombinant PME-1, FP-Rh probe fluorescence polarization. inhibition, % at 5.9 µM. 0.53% of 320,000 active. AID 2130;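 active = inhibition above the campaign mean of all compounds plus 3 SD, cut at about 26% in these data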;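 also: competitive labeling of PME-1 active site by serine hydrolase directed probe; 0% = PME-1 with DMSO and 100% = wells lacking PME-1 enzyme; inhibitors block probe labeling so polarization falls and inhibition rises; many of its hits are not listed in these tables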
# GLD-1 TGE inh: GLD-1-TGE RNA interaction inhibition (C. elegans); inhibition, % at 5.96 µM; 0.44% of 320,000 active; purified GLD-1 + fluorescein TGE RNA, fluorescence polarization;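 active = percent inhibition above a per-plate cutoff, the plate mean of test compounds plus 3 SD, cut at about 30% in these data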;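 also: 0% = DMSO wells with GLD-1 and probe and 100% = wells lacking GLD-1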
# MCL1-BIM inh: MCL1-BIM-BH3 interaction inhibition (human) | GST-MCL1 / FITC-Bim-BH3 fluorescence polarization | inhibition, % at 10.9 µM | 0.68% of 320,000 active | AID 2057;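 active = inhibition above the mean inhibition of all tested compounds plus 3 SD, set per campaign, cut at about 40% in these data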;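 also: 0% = DMSO wells and 100% = unlabeled Bim-BH3 peptide control; higher means more loss of mP so more displacement of Bim peptide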
# MEX-5 binding: C. elegans MEX-5 TCR-2 RNA binding activity | Q9XUB2 | MEX-5/FITC-TCR2 RNA binding, fluorescence polarization; stronger effect = lower value | activity score (negative = inhibition of binding), % at 10 µM | 0.38% of 300,000 active;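 active = inhibition past about -25% in most replicates, and total fluorescence under double the plate's negative control median, limit read from the data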;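 also: 0% = DMSO and -100% = 5 µM competing unlabeled TCR2 RNA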
# Fam108B counter: blocks mouse Fam108B hydrolase in RBBP9 counter-screen; recombinant Fam108B, FP-Rh probe fluorescence polarization; inhibition, % at 9.51 µM; 0.33% of 300,000 active;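 active = inhibition above the screen mean inhibition plus 3 SD, computed separately per campaign, cut at about 18% in these data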;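 also: inhibitors lower polarization as less probe binds the enzyme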
# TPT1 inhibitor: inhibitors of Candida albicans tRNA 2'-phosphotransferase TPT1; inhibition, % at 5 µM; 0.81% of 300,000 active; AID 1962; recombinant caTPT1, FP RNA substrate dephosphorylation;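 active = inhibition above the mean of all tested compounds plus 3 SD, set per screening campaign, cut at about 24% in these data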;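 also: plate controls were DMSO alone for no effect and ferristatin control at 100 nM for full effect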
# An asterisk follows results filed as active; · = no result given. An excerpt; the hit share may differ from the screen's.
SMILES,PAD4 FP inh,GSTO1 inh,BCLXL inh,PME-1 inh,GLD-1 TGE inh,MCL1-BIM inh,MEX-5 binding,Fam108B counter,TPT1 inhibitor
CC(C)c1ccc(N(C(=O)CNC(=O)c2ccco2)C(C(=O)NC2CCCC2)c2cccnc2)cc1 (stereo not drawn),-1,-2,4,3,4,8,0.1,-1,-1
O=C(O)C1=C[C@@H](c2ccc(F)cc2)C[C@@H](OCCCCO)O1,-1,-3,0,-1,6,2,-0.2,-2,-2
CCOC(=O)C1Cn2c(nc3c(c2=O)C2(CCCC2)Cc2ccccc2-3)S1 (stereo not drawn),2,0,1,-5,4,2,·,2,-4
CCCC(=O)Nc1ccc(NCc2ccc(C)s2)cc1,1,8,10,1,12,10,1.0,3,3
O=C(Nc1cccnc1)c1scc2c1OCCO2,0,3,2,-4,-3,4,-0.2,-3,0
CCOc1ccc(N2CC(C(=O)Nc3ccc(S(=O)(=O)NCC4CCCO4)cc3)CC2=O)cc1 (stereo not drawn),-4,1,2,-3,7,-4,0.7,1,3
COc1cc(OC)cc(C(=O)NCC(=O)OCC(=O)c2cc(C)n(Cc3ccco3)c2C)c1,-1,6,6,1,13,0,1.2,-13,1
O=C(CSCc1c(Cl)cccc1Cl)Nc1ccc2c(c1)OCCO2,-2,15,3,1,4,6,-4.8,6,-2
CCC1(CC)Cc2ccccc2C(=O)N1,0,13,5,4,-1,4,-3.1,6,-3
CCCN(CC(=O)Nc1ccc(F)c(F)c1F)C(=O)Cn1c(=O)cnc2ccccc21,2,2,-7,-2,-4,-13,3.1,-3,4
CCCCCCCCCCCCN1[C@@H](CC(=O)O)c2cc(C(F)(F)F)ccc2S1(=O)=O,8,4,7,0,9,11,-14,-3,-3
CCCN1CNC(=S)N(c2ccc(C)cc2C)C1,0,0,3,-6,7,7,·,-4,0
Cc1cc(NC(=O)CSC2=NCCS2)no1,-1,-5,-1,-5,-2,8,-0.5,-3,4
COc1ccc(C)c2sc(NC(=O)c3cccc(N4C(=O)CCC4=O)c3)nc12,-7,-6,-4,-9,8,-6,0.8,-18,0
COCCCNC(=O)c1ccc(NC(C)=O)cc1,-2,5,3,2,8,-5,0.5,2,0
CC(=O)N(Cc1ccc(Br)cc1)c1cccc(C)c1C,-9,3,8,-3,11,7,0.4,0,-4
COc1cccc(C(=O)NC2CCN(C(=O)N3CCCCC3)CC2)c1,-1,4,-2,0,3,0,0.9,3,-1
CSc1ncccc1C(=O)OCc1ccc(Br)cc1,-2,5,8,0,2,5,1.8,-2,5
COC(=O)c1ccccc1NC(=O)CNCCc1ccc(OC)c(OC)c1,1,-2,5,0,3,-3,-1.1,5,-1
NC1=NC[C@H](Cc2ccc(O)cc2)N1CCc1cccc2ccccc12,-6,-3,3,2,-1,0,-2.0,0,2
O=C(NCCO)Nc1ccc2nc(-c3ccco3)c(-c3ccco3)nc2c1,18*,65*,136*,25,78*,145*,·,68*,-25
CN(CCc1ccccn1)c1ccc([N+](=O)[O-])cn1,5,-5,7,-1,9,6,-0.5,4,1
COc1ccc(NC(=O)N2C3CCCC2CC(NC(=O)C2CC2)C3)cc1 (stereo not drawn),-3,-3,7,-3,-3,4,-0.4,-2,-1
c1cc2c(cc1-n1cnnn1)OCO2,-2,2,-1,1,1,3,1.4,0,7
CCc1nnc(NC(=O)C(=O)NCCOC(=O)c2ccccc2)s1,1,-1,5,2,2,11,0.5,1,0
Cc1c(C)n(C(=O)CN2CCN(c3ccccc3)CC2)c2ccccc12,8,4,3,9,7,9,-2.7,3,-7
COc1ccc(C)cc1NC(=O)C(OC(=O)CNC(=O)c1cccc(F)c1)c1ccccc1 (stereo not drawn),1,0,1,-1,13,0,-1.4,-3,-1
O=C(Cn1cnc2ccccc2c1=O)Nc1nnc(SCc2ccccc2)s1,1,-3,2,-5,2,8,2.9,2,-5
O=C(OCCN1CCOCC1)c1cccs1,-4,3,6,0,-1,12,0.7,5,4
O=S(=O)(NCCC(c1ccc(F)cc1)c1ccco1)c1ccccc1 (stereo not drawn),0,-2,0,4,0,2,1.6,3,-2

# A run of entries taken from the entries so far, as a working copy:
SMILES,PAD4 FP inh,GSTO1 inh,BCLXL inh,PME-1 inh,GLD-1 TGE inh,MCL1-BIM inh,MEX-5 binding,Fam108B counter,TPT1 inhibitor
O=C(Cn1cnc2ccccc2c1=O)Nc1nnc(SCc2ccccc2)s1,1,-3,2,-5,2,8,2.9,2,-5
O=C(OCCN1CCOCC1)c1cccs1,-4,3,6,0,-1,12,0.7,5,4
O=S(=O)(NCCC(c1ccc(F)cc1)c1ccco1)c1ccccc1 (stereo not drawn),0,-2,0,4,0,2,1.6,3,-2

# More compounds follow.
SMILES,PAD4 FP inh,GSTO1 inh,BCLXL inh,PME-1 inh,GLD-1 TGE inh,MCL1-BIM inh,MEX-5 binding,Fam108B counter,TPT1 inhibitor
COCCCNC(=O)c1c[nH]c2ccc(S(=O)(=O)N3CCC(C)CC3)cc2c1=O,-5,-2,7,-1,4,5,0.3,6,1
O=C(O)c1ccccc1-n1cccc1C(=O)O,0,-4,6,1,4,15,-2.4,-2,1
Cc1ccc(CNC(=O)c2ccc(N(C)S(=O)(=O)c3ccccc3)cc2)cc1,-5,2,2,-4,-6,-2,0.4,-1,-4
CCn1c(=NC(=O)CSC(C)=O)sc2cc(F)ccc21,16*,-13,7,-8,-6,17,-5.5,1,3
O=C(CN1C(=O)C2CCCCC2C1=O)OCC(=O)c1ccc(Cl)s1 (stereo not drawn),-2,10,2,-1,-1,1,1.9,3,-1
COc1ccc(CCN(C)C2CCCN(S(=O)(=O)c3ccc(C)cc3)C2)cc1OC (stereo not drawn),6,-1,4,3,4,-1,-0.3,-5,1
COc1ccc(Nc2nc(N3CCCCC3)nc(N3CCCCC3)n2)c(OC)c1,5,7,-2,-5,1,-5,0.9,1,-3
CCOc1ccccc1CNC(=O)Cn1nc(C)c2c(C)n(-c3ccc(C)cc3)nc2c1=O,-4,1,2,-7,-7,1,-0.1,5,1
COc1cc(C)ccc1OCc1cc(C(=O)N(Cc2c(C)nn(C)c2C)C2CC2)no1,0,4,9,-1,2,1,0.7,0,0
CCN(CC)S(=O)(=O)c1cccc2cccnc12,-8,6,-3,2,4,-5,-0.1,1,-3
Cc1nc(-c2ccc(NC(=O)C3CC3)cc2)cs1,-1,-1,0,3,0,2,4.0,3,-4
CC(=O)Nc1ccc(NC2(C)C(=O)c3ccccc3C2=O)cc1,-2,7,6,-7,7,-5,-1.0,-5,0
CCC(C)Sc1nc2c(cnn2-c2ccc(C)c(C)c2)c(=O)[nH]1 (stereo not drawn),-1,-1,7,-2,2,5,-2.4,2,-2
Cc1cccc(NC(=O)CSc2cccc3cccnc23)c1C,-3,17,2,0,-3,5,-1.1,-4,2
Cc1ccc(C2=NOC(c3nnc(-c4ccccc4)o3)C2)cc1 (stereo not drawn),-7,3,2,-2,0,-3,4.1,-2,-1
O=C(c1ccco1)N1CCN(C(=S)Nc2ccc(F)c(Cl)c2)CC1,-7,-2,5,-1,6,7,-1.2,4,-3
O=C(Oc1ccc(Br)cc1C(=S)N1CCOCC1)c1ccc([N+](=O)[O-])cc1[N+](=O)[O-],-4,2,26,4,9,2,-2.7,3,2
OCCNNC(=S)NC1CC2C=CC1C2 (stereo not drawn),5,-4,5,0,6,6,2.4,-2,-3
O=C(Cn1c(CN2CCCCC2)nc2ccccc2c1=O)NC1CCCCC1,-5,-3,4,-1,6,3,-1.2,3,5
COc1cccc2[nH]c3c(=O)n(CCN(C)C)cnc3c12,-4,8,-1,1,11,-5,3.0,3,0
O=C(COC(=O)COc1ccc2ccccc2c1)Nc1cc(C(F)(F)F)ccc1N1CCOCC1,2,-6,3,-6,4,4,-1.5,-3,1
Cc1cc(C)c2c(=O)[nH]c(SCC(=O)NCc3ccccc3)nc2n1,5,-9,9,6,4,14,0.6,2,0
O=C(NC1CCCCCC1)C(=S)N1CCOCC1,1,9,7,3,8,8,-2.6,1,2
c1ccc(CNC2=NCCCCC2)cc1,0,20,4,0,-1,8,-0.7,10,-4
O=C1/C(=C/c2cccnc2)CC/C1=C\c1cccnc1,-2,-11,4,4,-4,8,2.6,4,0
CCNC(=O)CC1C(=O)N(c2ccc(C)cc2)C(=O)N1CCc1ccc(OC)c(OC)c1 (stereo not drawn),-2,3,6,4,7,8,1.6,4,0
CCOC(=O)N1CCC(NC(=O)CSCc2cnn(-c3ccccc3)c2-n2cccc2)CC1,4,7,3,-1,5,3,-2.8,-1,-3
Cc1cc(C)nc(Nc2n[nH]c(-c3ccccc3Br)n2)n1,0,-48,-2,-2,0,0,1.9,-1,1
CCOc1ccccc1C(=O)Nc1ccc(NC(=O)c2ccccc2)cc1,-2,-1,0,-9,5,0,-3.5,-5,-3
COc1ccc(N2CCN(C(=O)Cc3ccc(-n4c(=O)[nH]c5ccccc5c4=O)cc3)CC2)cc1,5,1,8,0,3,9,-0.2,6,-5
Cc1cccc(C)c1NC(=O)CN(C)C(=O)c1ccccc1OCc1ccc(F)cc1,-4,9,4,-2,3,1,-0.8,0,-2
CCOc1ccc2[nH]c(=S)[nH]c2c1,4,2,-21,-6,1,-24,1.8,-2,-7
COc1ccc(CNC(=O)Cc2ccc(OC)c(S(=O)(=O)N3CCOCC3)c2)cc1,3,1,7,-2,2,3,-1.1,2,-6
CN(C)S(=O)(=O)c1ccc(/C(O)=C2/C(=O)C(=O)N(Cc3cccnc3)C2c2cccs2)cc1 (stereo not drawn),-2,6,-1,0,7,3,-0.8,-4,5
Cc1nnc(N2CCCC(C(=O)NCc3ccc(OC(C)C)cc3)C2)c2nn(-c3ccccc3)c(C)c12 (stereo not drawn),0,1,1,3,-8,-3,-2.8,0,5
COc1ccc(/C(C)=N/OCC(=O)N=Nc2c(O)[nH]c3ccccc23)cc1,-4,1,0,1,4,-9,0.8,1,2
COc1ccc(NC(=O)C2=CC(c3ccco3)=NS(=O)(=O)N2C)cc1,-2,-2,-1,-1,5,1,2.3,1,-3
Cc1ccc(NC(=O)c2ccccc2Cl)c(Cl)c1,-3,-3,12,2,-2,-4,0.7,0,0
COc1ccccc1OCC(=O)Nc1ncc(C)s1,-1,·,-2,-2,3,-8,·,·,·
CCCc1ccc2oc(C(=O)N3CCN(C4CCS(=O)(=O)C4)CC3)c(C)c2c1 (stereo not drawn),1,1,3,2,4,8,·,-1,0
Clc1ccc(Cn2ncc3c(NCc4ccco4)ncnc32)c(Cl)c1,0,-14,2,-10,-5,-3,0.8,-3,3
CN(C)CCCOC(=O)c1sc2ccccc2c1Cl,1,4,-2,-2,-5,-8,0.2,1,0
COc1ccccc1CNC(=O)Cn1cnnn1,-5,0,-2,0,-2,-7,0.5,7,-1
CC(CNC(=O)C(C)C)NC(=O)C(C)C (stereo not drawn),0,2,2,-4,4,-5,-2.1,0,0
COCCOC(=O)C1=C(C)NC(=O)NC1/C=C/c1ccccc1 (stereo not drawn),3,-5,4,5,3,1,1.7,5,1
CC(C)CCN1C(=O)c2ccc(C(=O)NCc3ccco3)cc2C1=O,7,1,-1,3,0,3,-0.6,3,1
O=C(O)c1n[nH]c2c1CCCC2,1,-2,-1,2,-1,2,-1.1,-2,3
Cc1cccc(C)c1OC1(c2ccccc2)OC(=O)c2ccccc21 (stereo not drawn),-5,-1,2,1,9,1,-4.1,-1,-1
O=C(O)CN=C(NS(=O)(=O)c1ccc(Cl)cc1)c1ccccc1,-5,-11,1,2,2,-6,-0.1,-7,-2
